Screens from PubChem.
tim10-1 inh = growth inhibitors of tim10-1 mutant yeast; S. cerevisiae tim10-1 ts strain growth, BacTiter-Glo, 24 h; inhibition, % at 20 µM; 330,000 tested, 2.2% active; AID 463190;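 active = inhibition of at least 40%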;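 note: mutant grown at 25 °C; 0% = DMSO wells with yeast and 100% = wells holding no yeast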
TIM10 inh = inhibits growth of TIM10 yeast strain | S. cerevisiae TIM10 strain growth, BacTiter-Glo luminescence, 24 h | inhibition, % at 10 µM | 330,000 tested, 1.4% active | AID 463195;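 active = inhibition of 40% or more at the single tested concentration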;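 note: wild-type TIM10 isogenic control strain grown at permissive 25 °C; 0% = DMSO yeast wells and 100% = minimal medium wells without yeast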
CHOP UPR activ = activators of apoptotic arm of unfolded protein response (CHOP); CHO-CHOP luciferase reporter, UPR activation, luminescence; percent of tunicamycin response over DMSO baseline; activation, % at 10 µM; 330,000 tested, 0.34% active; AID 449763;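 active = at 10 µM dose, activation of 40% or more, normalized to positive control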;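 note: 100% = tunicamycin at 10 µg/mL and 0% = DMSO alone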
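Evaluation: % reporter activation, DMSO baseline versus tunicamycin full activation; System: CHO-CHOP luciferase reporter cell line; Input: 500 cells/well; Incubation: 6 h compound treatment, 37 °C; Measured by: Steady-Glo luciferase luminescence; Dosing: one dose, 10 µM in 0.5% DMSO; Buffer or medium: F12 medium, 10% FBS; Benchmarks: positive tunicamycin 10 µg/mL, negative DMSO alone.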
XBP1 UPR activ = activators of adaptive arm of unfolded protein response (XBP1); CHO-XBP1 luciferase reporter, IRE1-XBP1 UPR activation, luminescence; percent of tunicamycin response, DMSO as zero; activation, % at 20 µM; 330,000 tested, 0.33% active;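 active = versus positive control, 20 µM dose yields 30% or more activation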;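 note: 100% = tunicamycin at 10 µg/mL and 0% = DMSO only wells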
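Material: CHO cell line with stable XBP1 luciferase reporter; buffer or medium: F12 medium containing 10% fetal bovine serum; compound: single point, 20 µM final compound, 1% DMSO; incubation: 6 h treatment, 37 °C; measured by: glow luminescence from Steady-Glo reagent; evaluation: activation, % of tunicamycin; control set: tunicamycin high, DMSO low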
NALP3 yeast inh = NALP3 inhibition in yeast | Yeast reconstituted NLRP3/ASC/caspase-1, beta-gal luminescence, 24 h | inhibition, % at 10 µM | 330,000 tested, 0.39% active;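 active = inhibition of 50% or more; inactive = inhibition below 50%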;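 note: plate controls were induced DMSO wells for no effect and uninduced yeast grown without galactose for full effect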
APJ ag = activates the human apelin receptor APJ; P35414; CHO-K1 APJ PathHunter beta-arrestin, luminescence; 0% DMSO wells, 100% apelin; activation, % at 20 µM; 330,000 tested, 0.11% active;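 active = activation more than six SD over the plate average, tested at 20 µM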;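 note: 0% = DMSO alone and 100% = apelin-13 at 10 nM; some results filed as inactive read as strong as hits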
Target sequence (P35414 whole entry, looked up): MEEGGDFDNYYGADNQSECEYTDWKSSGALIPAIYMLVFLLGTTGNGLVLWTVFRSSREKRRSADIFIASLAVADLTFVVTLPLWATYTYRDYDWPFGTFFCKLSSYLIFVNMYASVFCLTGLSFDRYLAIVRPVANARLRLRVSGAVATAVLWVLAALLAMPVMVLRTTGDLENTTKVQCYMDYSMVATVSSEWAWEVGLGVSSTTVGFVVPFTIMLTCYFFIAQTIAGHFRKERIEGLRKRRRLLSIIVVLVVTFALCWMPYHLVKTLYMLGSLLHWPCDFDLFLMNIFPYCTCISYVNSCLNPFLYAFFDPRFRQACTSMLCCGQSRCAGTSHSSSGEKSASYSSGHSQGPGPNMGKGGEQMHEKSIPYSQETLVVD
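Assay system: engineered CHO-K1 APJ arrestin reporter cells; Amount: 1000 CHO-K1 reporter cells seeded per well; Dosing: one dose, 20 µM compound, 1% DMSO; Times: compound stimulation 90 min at 25 °C, detection 60 min; Measured by: luminescent beta-gal fragment complementation, chemiluminescent substrate; Read-out: APJ–arrestin association signal; Controls: DMSO vs Apelin-13 10 nM.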
Mdm2-MdmX inh = inhibitors of human Mdm2/MdmX interaction. SaOS-2 split-luciferase Mdm2/MdmX complementation, luminescence. 330,000 tested, 3% active. O15151+Q00987. inhibition, % at 8 µM;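 active = inhibition of at least 50% at 8 µM in the primary screen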
GRIN3A LBD mod = NR3A (human) ligand-binding domain modulation. 340,000 tested, 2.5% active. Tm shift relative to glycine control, % at 25 µM. NR3A LBD differential scanning fluorimetry, Tm shift; 0% = protein alone, 100% = glycine-bound protein;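 active = melting temperature shift of at least 10% of the positive control shift, at one fixed dose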
tim23-1 inh = inhibits growth of tim23-1 mutant yeast | S. cerevisiae tim23-1 growth, BacTiter-Glo luminescence, 24 h | 330,000 tested, 1.3% active | inhibition, % at 20 µM | AID 463212;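 active = growth inhibition of the mutant yeast at or above 50%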;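 note: temperature-sensitive mutant grown at 25 °C; plate controls were DMSO-treated mutant yeast for no effect and medium wells lacking yeast for full effect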
* marks the source's active call; other numbers are inactive results. The order is random; 8.2% or so of the library scored in one or more.

SMILES	tim10-1 inh	TIM10 inh	CHOP UPR activ	XBP1 UPR activ	NALP3 yeast inh	APJ ag	Mdm2-MdmX inh	GRIN3A LBD mod	tim23-1 inh
Fc1ccc2c(Cl)c(-c3nnc(-c4cccs4)o3)sc2c1	-11	5	4.6	-1	-2	2	84*	1	4
COc1ccc(/C(O)=C2\C(=O)C(=O)N(Cc3ccco3)C2c2ccc(OC)cc2OC)cc1 (stereo not drawn)	6	12	-2.7	1	7	-1	-5	-1	14
O=C(NC(=S)NCC1CCCO1)c1ccco1 (stereo not drawn)	12	3	-0.1	-2	2	-1	12	1	-6
CCCCN1C(=N)N([C@@H](C)CN2CCC[C@H]2CN2C(N)=NC[C@H]2CC(C)C)C[C@H]1[C@H](C)CC	-11	-6	2.0	-2	-5	-2	14	0	2
Cc1ccc(Oc2ncccc2C(=O)NC2CCSC2=O)cc1 (stereo not drawn)	14	16	0.5	-4	8	2	14	-1	-1
COc1ccc(CCN(C)C(=O)CSc2nnnn2C)cc1OC	6	4	-0.4	-1	17	-2	17	-1	4
C#CCN(C(=O)c1cc(COc2ccc(C)c(C)c2)on1)C1CCCCC1	21	11	0.8	-8	24	-2	-10	-2	14
COc1ccc(CNc2nc(NCc3ccc(OC)cc3)n(C(C)=O)n2)cc1	7	-2	1.4	0	37	-2	1	3	8
O=S(=O)(c1c(Cl)cc(Br)cc1Cl)N1CCN(C(=S)NC2CC2)CC1	26	15	1.2	-2	16	-3	19	-5	38
CCOCCc1nnc(NC(=O)CSc2ccccc2)s1	27	6	3.8	0	-4	3	7	7	8
COc1ccc(C2CC(=O)C(C=NCCO)=C(O)C2)cc1OC (stereo not drawn)	16	5	-0.5	1	0	1	-44	1	19
CN(C)C(CNC(=O)c1ccc(S(=O)(=O)Nc2ccccc2F)cc1)c1ccccc1 (stereo not drawn)	-1	-1	3.4	-7	-8	-2	10	2	-14
CC(C)Nc1ccc(Nc2ccnc3cc4ccccc4cc23)cc1	-164	-14	11	12	23	24*	95*	-6	-16
CC(C)Cn1cnc2c(c(-c3ccccc3)c(-c3ccccc3)n2Cc2ccco2)c1=N	31	-13	2.6	4	18	-8	91*	-4	76*
CCCCn1c(N)c(N(CC(C)C)C(=O)CN2C(=O)C3CCCCC3C2=O)c(=O)[nH]c1=O (stereo not drawn)	10	6	1.4	1	2	0	5	0	9
CCOC(=O)C1(CC2CC2)CCN(C(=O)c2cccnc2C)CC1	6	4	1.5	1	1	-3	3	2	10
COc1ccccc1CN1CC(C(=O)NCc2cccc(Cl)c2)CCC1=O (stereo not drawn)	0	9	-0.2	-2	6	-1	20	1	8
CC(=O)c1ccc(NC(=O)CN2CCOCC2)cc1	-17	-2	-0.1	-4	17	0	7	-5	-12
COc1ccc(C2c3ccc(O)cc3Oc3ncn4nc(-c5ccccn5)nc4c32)cc1 (stereo not drawn)	-8	-11	1.1	8	-16	-4	14	-6	-27
CC1Sc2ccc(S(=O)(=O)CCC(=O)NCc3ccc(Cl)cc3)cc2NC1=O (stereo not drawn)	-10	-3	-0.6	-1	-2	-4	14	0	-1
COc1cc(C(=O)OCC(=O)NCC2CCCCC2)ccc1OCC(C)C	-3	0	0.6	3	20	0	-8	0	7
O=C(CCNS(=O)(=O)c1ccccc1C(F)(F)F)Nc1ccncc1	-2	-6	-1.0	-1	12	-1	10	3	-2
Cc1ccc(C(=O)c2cc(C)sc2NC(=O)CN2CCN(C(=O)c3ccco3)CC2)cc1	29	34	3.2	6	-9	1	37	-2	29
Cc1c(Br)c(C(F)(F)F)nn1CC(=O)NCCN1CCOCC1	-13	-11	-1.0	-1	-16	-1	9	-1	1
O=C(O)C1CCCN(S(=O)(=O)c2ccc(Cl)s2)C1 (stereo not drawn)	9	3	0.5	0	-10	-2	-6	-1	8
COC(=O)CSc1nnc(CNC(=O)Cc2ccccc2)n1-c1ccccc1OC	0	-9	0.4	-1	11	-3	10	1	4
CCn1cc(C(=O)NCCCN2CCCC(C)C2)c(=O)c2cc(S(=O)(=O)N3CCc4ccccc4C3)ccc21 (stereo not drawn)	-8	6	0.8	-3	13	-4	83*	-2	-1
O=C(NNC1CC(=O)N(c2ccccc2)C1=O)c1ccc(COc2ccccc2Cl)o1 (stereo not drawn)	13	13	-0.7	-2	9	-5	16	-1	8
Fc1cccc(-c2cc3nc(-c4ccccc4)cc(N4CCC5(CC4)OCCO5)n3n2)c1	21	15	4.8	0	13	1	26	-2	21
Cc1ccc(S(=O)(=O)CC(=O)Nc2cc(C)on2)cc1	11	5	0.8	0	14	0	3	0	5
O=C(CSC1CN(C(c2ccccc2)c2ccccc2)C1)N/N=C/c1ccc(Cl)cc1Cl	26	24	0.7	-4	14	-4	22	5	38
Clc1ccc(-c2cc(COc3ccccc3)no2)cc1Cl	9	-9	2.7	0	-5	-4	9	-9	4
O=S(=O)(c1ccc(F)c(F)c1)N1CCN(c2ncccn2)CC1	-11	3	1.2	-1	14	-3	13	1	-3
Cc1nc(N)nc(COc2ccccc2)n1	-16	-17	4.4	0	-10	0	-2	1	-1
COC(=O)c1cc(C)sc1NC(=O)C1CC(=O)NN1Cc1ccccc1 (stereo not drawn)	29	13	3.9	-2	6	0	14	-3	17
CCOC(=O)C1=C(COC(=O)/C=C/c2cc(Br)ccc2F)NC(=O)NC1C (stereo not drawn)	26	10	-2.2	-2	20	1	-1	0	19
COc1ccccc1C1NC(=O)NC(C)=C1C(=O)OC1CCC(C)CC1 (stereo not drawn)	20	1	-0.5	-5	11	0	30	1	17
Cc1ccc(S(=O)(=O)NNC(=S)NCC2CCCO2)cc1 (stereo not drawn)	4	-6	0.5	0	40	1	6	0	-2
Cc1ccc(S(=O)(=O)Nc2ccc(N(C)C)cc2)cc1	-12	-6	1.7	-5	30	-1	5	0	-15
Cc1ccc(Cl)cc1N1CCN(C(=O)Cn2ncn3cccc3c2=O)CC1	-9	-12	-0.3	-3	15	8	21	-3	-1
CSc1oc(-c2ccco2)nc1S(=O)(=O)c1ccccc1	12	-8	2.2	0	-3	4	13	-2	14
Cc1ccc(/C=C/C(=O)OCC(=O)c2ccc3c(c2)NC(=O)CO3)o1	18	1	1.5	-1	9	-2	18	0	12
CCOC(=O)CC(C(=O)OCC)P(=O)(c1ccccc1)c1ccccc1 (stereo not drawn)	34	14	-1.1	2	10	1	-2	-2	19
COc1cc(NC(=O)C2CC(c3ccccc3O)=NO2)c(OC)cc1Cl (stereo not drawn)	7	-3	0.7	-1	6	-3	24	-1	-3
COc1ccc(CCNC(=O)Nc2ccc(F)cc2F)cc1OC	17	-25	0.8	-1	28	-4	-41	2	-8
COc1cc(/C=N/NC(=O)CSc2cc(C)c(Br)cc2C)ccc1O	26	23	1.0	1	-2	3	-8	7	42
COc1ccc(C2=NOC(C(=O)N3CCN(c4ccccc4OC)CC3)C2)cc1 (stereo not drawn)	12	3	2.1	1	2	3	-2	0	26
Cc1ccc(-c2csc3ncnc(Oc4cccc5ccc(C)nc45)c23)cc1	14	24	-0.2	0	46	-3	0	-1	19
CCCn1c(SCc2ccon2)nc2ccccc2c1=O	-12	-6	-0.9	2	4	-5	16	1	-8
O=C(CCCN1C(=O)NC2(CCCC2)C1=O)Nc1cccc(S(=O)(=O)N2CCOCC2)c1	4	-2	0.2	-1	-12	-1	13	2	-2

Three consecutive entries out of the list so far, quoted:
SMILES	tim10-1 inh	TIM10 inh	CHOP UPR activ	XBP1 UPR activ	NALP3 yeast inh	APJ ag	Mdm2-MdmX inh	GRIN3A LBD mod	tim23-1 inh
CSc1oc(-c2ccco2)nc1S(=O)(=O)c1ccccc1	12	-8	2.2	0	-3	4	13	-2	14
Cc1ccc(/C=C/C(=O)OCC(=O)c2ccc3c(c2)NC(=O)CO3)o1	18	1	1.5	-1	9	-2	18	0	12
CCOC(=O)CC(C(=O)OCC)P(=O)(c1ccccc1)c1ccccc1 (stereo not drawn)	34	14	-1.1	2	10	1	-2	-2	19

(cont.)
SMILES	tim10-1 inh	TIM10 inh	CHOP UPR activ	XBP1 UPR activ	NALP3 yeast inh	APJ ag	Mdm2-MdmX inh	GRIN3A LBD mod	tim23-1 inh
Cc1cc2nc(C)n(CCCN)c2cc1C	7	-13	0.2	4	2	-3	-21	3	1
COc1cc(OC)c(NC(=O)CCc2nc(-c3ccc(C)cc3)no2)cc1Cl	10	-7	0.1	0	18	-2	25	-1	15
COc1ccc(S(=O)(=O)Nc2cccnc2)c(Cl)c1Cl	0	-11	-0.7	-3	9	0	8	2	21
O=C(O)c1cccc(-c2ccc(/C=c3/sc4nc5ccccc5n4c3=O)o2)c1	20	18	3.4	3	-2	-1	21	4	10
COCCN(Cc1nc(C(c2ccccc2)c2ccccc2)no1)C(C)C	19	12	0.7	-5	-10	-3	23	-1	16
CSCCC(NS(=O)(=O)c1c(Cl)cccc1Cl)C(=O)O (stereo not drawn)	8	-8	-0.3	-3	18	-6	-9	-1	29

Structural class: the compounds so far with fluorine
SMILES	tim10-1 inh	TIM10 inh	CHOP UPR activ	XBP1 UPR activ	NALP3 yeast inh	APJ ag	Mdm2-MdmX inh	GRIN3A LBD mod	tim23-1 inh
Fc1ccc2c(Cl)c(-c3nnc(-c4cccs4)o3)sc2c1	-11	5	4.6	-1	-2	2	84*	1	4
CN(C)C(CNC(=O)c1ccc(S(=O)(=O)Nc2ccccc2F)cc1)c1ccccc1 (stereo not drawn)	-1	-1	3.4	-7	-8	-2	10	2	-14
O=C(CCNS(=O)(=O)c1ccccc1C(F)(F)F)Nc1ccncc1	-2	-6	-1.0	-1	12	-1	10	3	-2
Cc1c(Br)c(C(F)(F)F)nn1CC(=O)NCCN1CCOCC1	-13	-11	-1.0	-1	-16	-1	9	-1	1
Fc1cccc(-c2cc3nc(-c4ccccc4)cc(N4CCC5(CC4)OCCO5)n3n2)c1	21	15	4.8	0	13	1	26	-2	21
O=S(=O)(c1ccc(F)c(F)c1)N1CCN(c2ncccn2)CC1	-11	3	1.2	-1	14	-3	13	1	-3
CCOC(=O)C1=C(COC(=O)/C=C/c2cc(Br)ccc2F)NC(=O)NC1C (stereo not drawn)	26	10	-2.2	-2	20	1	-1	0	19
COc1ccc(CCNC(=O)Nc2ccc(F)cc2F)cc1OC	17	-25	0.8	-1	28	-4	-41	2	-8
